NPY-Y2 antag = NPY-Y2 receptor antagonists, primary screen, cell-based; NPY-Y2 expressing cells, antagonist mode; inhibition, % at 2.7 µM; 140,000 compounds, 0.99% hits; in the data active = inhibition above about 17%;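 also: 0% = vehicle with agonist challenge and 100% = reference antagonist with challenge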
Target sequence (P49146 whole entry, looked up): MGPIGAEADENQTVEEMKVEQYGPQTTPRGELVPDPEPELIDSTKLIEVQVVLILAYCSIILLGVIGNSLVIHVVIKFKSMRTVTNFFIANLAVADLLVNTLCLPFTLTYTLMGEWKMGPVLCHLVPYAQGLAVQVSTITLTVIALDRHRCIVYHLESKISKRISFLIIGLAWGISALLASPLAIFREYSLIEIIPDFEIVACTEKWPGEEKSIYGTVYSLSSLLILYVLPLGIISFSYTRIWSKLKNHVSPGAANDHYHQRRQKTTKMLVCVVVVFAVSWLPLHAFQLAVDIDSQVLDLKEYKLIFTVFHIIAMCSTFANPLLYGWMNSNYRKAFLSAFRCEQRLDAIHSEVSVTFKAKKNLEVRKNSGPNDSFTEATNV
Yeast life ext = compounds extending yeast replicative lifespan, primary screen, S. cerevisiae, OD615; S. cerevisiae growth with nicotinamide; deaD strain in restrictive glucose medium; inhibition of the nicotinamide effect, % at 10 µM; 130,000 compounds, 0.68% hits;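 active = inhibition above a set limit, placed 3 SD over the median of all compounds, cut at about 26% in these data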;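 also: 0% = nicotinamide-treated wells and 100% = cells grown without nicotinamide; some compounds called inactive have numbers as strong as hits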
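assay system = DeaD-strain S. cerevisiae | measured by = absorbance at 615 nm | probe or stimulus = nicotinamide 1.5 mM | buffer or medium = CSMM-D glucose medium, restrictive | times = 48 h at 30 °C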
HCT116 bCat-KO = primary screen for growth suppressors in beta-catenin knockout HCT116 cells (colon tumor, human); HCT116 beta-catenin knockout viability, CellTiter-Glo, 60 h; hits give low values; viability, % at 10 µM; 140,000 compounds, 1.5% hits; AID 818, 2007;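 active = viability at or under a set limit, the compound median less 4 SD, cut at about 6% in these data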;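 also: 0% = Hyamine 1622 control at 20 µM and 100% = untreated cell control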
MRP-1 activ = H69AR viability gain despite doxorubicin, primary screen, MRP-1 activator project, H69AR cells, CellTiter-Glo | AID 799, 2007 | viability rescue | viability increase, % at 10 µM | 140,000 compounds, 0.61% hits;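 active = viability gain under doxorubicin at or above a set limit, the compound median plus 3 SD, cut at about 4.7% in these data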;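 also: MRP-1 overexpressing cells given doxorubicin 25 µM after compound pretreatment; 18-22 h compound pretreatment then 72 h with doxorubicin before readout; 0% = doxorubicin-only wells and 100% = vehicle-treated cells without doxorubicin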
HCT116 PTEN-null = growth suppression of PTEN-null HCT116, primary screen, cell-based, CellTiter-Glo; HCT116 PTEN-null viability, 60 h; hits give low values; viability, % at 10 µM; 140,000 compounds, 1.2% hits; AID 827, 2007;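 active = viability at or below a set limit, 4 SD under the median of all tested compounds, cut at about 3.7% in these data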;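 also: PTEN knockout HCT116 line with beta catenin targeted HCT116 as companion control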
Measles CPE = compounds protecting cells from measles virus cytopathic effect, primary screen, measles RdRp inhibitor project, single point, MLSMR library, absorbance; Measles virus-infected cells, CPE protection; protection (pct of control), % at 4 µM; 140,000 compounds, 1.5% hits; AID 841, 2007; in the data active = protection mostly above about 24%, no sharp cut-off; inactive = mostly below about 26%; also: some compounds called inactive have numbers as strong as hits
Phagocytosis inh = inhibitors of macrophage phagocytosis, primary screen, imaging, J774A.1 cells, IgG beads | J774A.1 macrophage IgG-bead phagocytosis | AID 1029, 2008 | 110,000 compounds, 0.07% hits | inhibition, % at 5 µM;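 active = inhibition above the mean of the plate negative controls plus 5 SD, cut at about 13% in these data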;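 also: phagocytic index as fraction of beads internalized from green versus red external bead signal; plate controls were DMSO negative control for no effect and cytochalasin-D positive control for full effect; some results beyond the cut were filed as inactive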
BB579 growth dn = growth inhibitors of yeast BB579 in restrictive medium, primary screen, yeast lifespan-shortening project, S. cerevisiae; inhibition, % at 10 µM; 140,000 compounds, 0.51% hits; OD615, 48 h;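 active = inhibition above a set limit, 3 SD over the mean compound inhibition, cut at about 44% in these data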; also: inactives centre near -24
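Detection: OD615 turbidity measurement; Material: Saccharomyces cerevisiae DeaD strain BB579, replicative lifespan model yeast; Timing: 48 h exposure, 30 °C; Doses: single 10 µM dose; Medium: CSMM-D restrictive synthetic medium containing dextrose (glucose); Controls: amphotericin B at 10 µg/mL as positive control.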
E-sel TNF inh = E-selectin induction blockers in HUVEC – imaging, immunofluorescence, high content, primary screen; HUVEC TNFa-induced E-selectin immunofluorescence; inhibition, % at 2 µM; 120,000 compounds, 0.71% hits; AID 1246, 2008;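 active = inhibition above the batch mean plus 3 SD, and confirmed as a hit on visual image review, cut at about 43% in these data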;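 also: 0% = TNF-stimulated DMSO wells and 100% = unstimulated control wells; not every result past the cut was called active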
GALR2 blocker = GALR2 antagonists in receptor-expressing cells, primary screen. Galanin receptor type 2 (Homo sapiens), O43603. AID 828, 2007. inhibition, % at 4 µM. 140,000 compounds, 0.39% hits. antagonist mode; in the data active = inhibition above about 27%;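 also: cells stimulated with galanin 1-16 at roughly its EC80; 0% = agonist challenge control and 100% = basal control without agonist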
Target sequence (O43603 whole entry, looked up): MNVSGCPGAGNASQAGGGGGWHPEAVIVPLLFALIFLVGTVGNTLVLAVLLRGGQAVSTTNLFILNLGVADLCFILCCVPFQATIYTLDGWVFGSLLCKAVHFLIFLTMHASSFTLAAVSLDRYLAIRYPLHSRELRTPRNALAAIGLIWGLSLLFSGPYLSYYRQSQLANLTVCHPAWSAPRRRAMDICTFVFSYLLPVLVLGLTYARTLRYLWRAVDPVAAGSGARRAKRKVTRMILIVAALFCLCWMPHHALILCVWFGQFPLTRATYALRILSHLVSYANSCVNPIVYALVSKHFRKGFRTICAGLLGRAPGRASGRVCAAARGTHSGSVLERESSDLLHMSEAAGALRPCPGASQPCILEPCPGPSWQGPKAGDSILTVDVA
An asterisk follows results filed as active; nt = not tested or not shown.

Molecule	BB579 growth dn	NPY-Y2 antag	Yeast life ext	Measles CPE	GALR2 blocker	Phagocytosis inh	MRP-1 activ	HCT116 bCat-KO	HCT116 PTEN-null	E-sel TNF inh
COc1ccc(/C(C)=N\Nc2nc(-c3ccc(Cl)cc3)cc(C(F)(F)F)n2)cc1OC	-48	5	-4	11	5	-9	0.5	78	76	10
COc1ccc2c(c1OC)CN(C)CCc1cc3c(cc1C(O)C2)OCO3 (configuration not stated)	-13	1	-11	4	9	2	-2.3	85	85	nt
COc1ccccc1C1C2=C(COC2=O)Nc2cc3c(cc21)OCO3 (configuration not stated)	-40	4	32	7	20	nt	-6.3	14	13	8
Cc1ccc(C(=O)N/N=C\c2ccc[nH]2)cn1	-23	9	-2	5	-4	-2	0.6	100	107	-2
CNCCCNCc1ccc(SC)cc1	-30	1	-2	3	9	0	-0.8	96	97	-9
COc1nc(N(C)C)nc(N2CC(=O)N(CCNS(=O)(=O)c3ccc(C)cc3)C2=N)n1	-8	-3	-4	11	4	-3	-2.7	92	101	27
CC(C)C1S/C(=N/N=C/c2ccco2)NC1=O (configuration not stated)	-11	2	-4	2	10	-1	-2.5	101	91	21
CCC(=O)Nc1nc2ccc3nc(C)sc3c2s1	8	-1	-8	21	10	-2	-3.4	56	84	-7
O=C(CN1CCCCC1)N1c2ccccc2Oc2ccccc21	-76	1	4	8	-7	-1	-0.3	101	108	15
O=C(Cc1ccccc1)N/N=C/c1ccc(OC(=O)/C=C\c2ccco2)cc1	-36	6	nt	6	-8	nt	-2.3	68	63	-22
c1ccc(C(c2nnnn2Cc2cccs2)N2CCN(C3CCCC3)CC2)cc1 (configuration not stated)	-30	7	5	44	-1	-2	-0.9	91	93	nt
CCN1C(=O)/C(=C2/Sc3ccc(OC)cc3N2C)SC1=Nc1cccc(O)c1	-47	-1	-4	nt	3	1	-2.1	72	73	12
CCS(=O)(=O)Nc1ccc(C(=O)c2ccccc2)cc1	-2	3	nt	13	4	nt	0.4	82	103	6
O=C(COC(=O)c1cccnc1Nc1ccccc1F)NCCN1C(=O)CSC1=O	-11	-2	-15	6	9	nt	0.1	90	89	13
CCN(CCCNC(=O)CNC(=O)Cn1cnc2ccccc2c1=O)c1ccccc1	-8	0	-6	28	2	-1	-3.0	94	89	-49
c1ccc2c(c1)OCC(c1nn3cnnc3s1)O2 (configuration not stated)	-24	1	-7	15	4	0	0.1	83	108	-44
CCc1c(C)sc(NC(=O)C2CCCCC2C(=O)O)c1C(N)=O (configuration not stated)	-30	0	-5	29	-2	0	-0.8	87	98	-9
O=C(Nc1ccc(S(=O)(=O)N2CCOCC2)cc1)c1ccc(Cl)s1	-35	-1	1	18	10	-1	-3.3	93	81	nt
O=S(=O)(NCCNS(=O)(=O)c1ccc(F)cc1)c1ccc(F)cc1	-52	1	-2	3	-1	-1	0.0	93	91	4
CCOC(=O)c1ccc(N2C(=O)CC(N3CCC(C(N)=O)(N4CCCCC4)CC3)C2=O)cc1 (configuration not stated)	-21	0	nt	16	1	nt	-0.9	92	101	13
CCc1ccc(NCCC(=O)c2ccc(Cl)cc2)cc1	-21	0	-4	5	-17	-4	-2.9	98	99	16
CCOC(=O)c1sc(=S)n(-c2cc(OC)ccc2OC)c1N	13	1	-8	6	10	-1	-1.4	80	76	11
C=CCNC(=O)C1CC(=O)N(c2ccc(OCC(=O)Nc3cccc(OC)c3)cc2)C1 (configuration not stated)	-32	1	-15	5	1	-1	-1.9	96	98	10
COc1ccc(C)cc1NC(=O)C(Sc1nnc(-c2ccncc2)n1-c1ccc(Cl)cc1)c1ccccc1 (configuration not stated)	-30	0	1	39	4	-4	-4.0	46	31	nt
COc1ccccc1Nc1nc(-c2cccs2)cs1	-53	-2	-35	29	17	nt	-3.0	72	71	-29
COCCn1c(SCC(=O)c2cccc(OC)c2)nnc1-c1ccco1	-12	0	-4	30	9	-1	-2.0	93	94	nt
Cc1cc(C=O)c2c(c1)C=CC1(Oc3ccccc3C(=O)N1C)O2 (configuration not stated)	-64	5	nt	15	3	nt	-6.7	57	58	3
Cc1nnc(SCC(=O)Nc2ccccc2NC(=O)CSc2nnc(C)s2)s1	-20	-3	-4	4	4	-1	-1.9	85	91	-12
Cc1cc(C)cc(Nc2ncc3c(n2)CC(c2ccco2)CC3=O)c1 (configuration not stated)	-26	3	-10	21	1	-1	-0.1	92	79	-22
COC(=O)c1ccccc1NC(=O)CSc1nnc(-c2ccc(C)cc2)o1	-31	-1	nt	11	6	nt	-1.8	100	100	-2

(more compounds)
Molecule	BB579 growth dn	NPY-Y2 antag	Yeast life ext	Measles CPE	GALR2 blocker	Phagocytosis inh	MRP-1 activ	HCT116 bCat-KO	HCT116 PTEN-null	E-sel TNF inh
Cc1ccccc1C(=O)NC(CC(C)C)C(=O)Nc1ccc(F)c([N+](=O)[O-])c1 (configuration not stated)	2	1	-1	10	3	-1	-4.2	58	64	13
CCOC(=O)Cc1cn2c(=O)cc(CSCC(=O)Nc3ccc(C)c(C)c3)nc2s1	-41	2	-19	18	7	-3	-2.5	95	100	nt
COC(=O)[C@@]1(Cc2ccc(OC)cc2)[C@H]2c3cc(C(=O)N4CCCC4)n(Cc4ccc(OC)c(OC)c4)c3C[C@H]2CN1C(=O)c1ccccc1	-24	12	7	28	-18	nt	-3.9	38	32	-18
Cc1cc(N2CCN(c3ccccc3)CC2)n2c(n1)nc1ccccc12	-42	22*	-2	5	-13	0	-3.4	84	76	3
O=C(CSc1nnc(CNc2ccc(F)cc2)o1)OC1CCCCC1	11	-1	-14	11	11	-3	-2.9	83	95	-3
c1ccc(-c2noc(-c3ccc4ccccc4c3)n2)cc1	-41	1	0	24	16	nt	-0.5	90	99	-39
O=C(CCNS(=O)(=O)c1cccs1)NCc1ccco1	-42	-1	-14	2	4	1	-2.6	97	91	8
Cc1cc2ccccc2c(=O)n1CC(=O)NCC(=O)N1CCN(c2ccccc2F)CC1	-60	0	-10	9	2	2	-1.1	94	97	nt
CCC/C=N/NC(=O)c1cc(Br)ccc1O	-19	1	0	5	12	-1	0.0	96	93	17
COc1ccccc1NC(=O)C(O)C(O)C(=O)Nc1ccccc1OC (configuration not stated)	-47	4	-2	21	-5	0	0.3	98	114	-11
O=C(CSc1ccc(-c2ccc(F)cc2)nn1)N1CCCCC1	-20	2	-26	5	5	-1	-0.5	104	107	11
Cc1cc(NC(=O)Cn2nc(C(F)(F)F)c3c2CCCC3)no1	0	1	-16	18	3	2	-1.9	83	85	8
Cc1cccc(-n2nnc(C(=O)NCc3ccc4c(c3)OCO4)c2N)c1	-67	5	-13	8	6	nt	1.4	89	92	-15
O=C(CCN1CCN(c2ccc(Cl)cc2)CC1)Nc1ccccc1F	-2	5	0	11	3	2	-0.2	83	85	nt
O=c1c(-c2ccccc2)nc(-c2ccccc2)cn1O	49*	1	-4	19	-1	-5	-1.8	88	101	35
COc1ccc2[nH]c(-c3cccc(F)c3)cc(=O)c2c1	-26	3	0	3	11	nt	-3.4	12	14	nt
CS(=O)(=O)N1CCC(C(=O)Nc2ccc(Cl)c(C(F)(F)F)c2)CC1	-7	2	-11	0	-11	-3	-3.8	72	60	nt
Cc1noc(NC(=O)c2ccccc2Cl)c1C#N	-13	-1	12	9	-3	0	1.3	111	98	17
Cc1cccc(C)c1NC(=O)c1sc(Cl)nc1C	-39	2	1	19	9	-3	-2.6	92	97	nt
O=C(NCc1ccncc1)c1ccc(Cn2cc(C(F)(F)F)ccc2=O)cc1	-9	0	-2	3	6	nt	-2.5	93	103	4
CC(=O)c1ccc(N2CCN(C(=O)c3cc(C)on3)CC2)cc1	-31	1	-9	15	-3	nt	-1.9	92	105	-22
Cc1ccc(NS(=O)(=O)c2cccc(C(=O)O)c2)c(C)c1	-71	3	-9	13	-11	nt	-0.3	81	107	nt
CCn1cc(C(=O)OCC(=O)OC2CC(C)CCC2C(C)C)c(=O)c2ccc(C)nc21 (configuration not stated)	-11	4	8	14	-4	-1	-0.1	90	84	-51
CCN(CC)S(=O)(=O)c1ccc(NC(=O)Nc2cccc(C(F)(F)F)c2)cc1	-13	-8	-10	2	-4	1	-2.6	1.4*	1.8*	-53
O=[N+]([O-])c1ccc(CCNc2cccc3ccccc23)c([N+](=O)[O-])c1	-15	1	11	20	-6	nt	-4.1	73	63	nt
COc1ccc(CNC(=O)c2cc(-c3cccs3)on2)cc1	-20	6	-5	5	9	-1	-2.1	92	94	nt
COC(=O)[C@@]1(Cc2ccc(OC)cc2)[C@H]2c3cc(C(=O)N4CCCC4)n(CCc4c[nH]c5ccc(O)cc45)c3C[C@H]2CN1C(=O)c1ccccc1	-38	1	-1	15	1	nt	-1.9	89	78	-20
O=C(NCc1ccccc1)c1ccc(CN(c2ccccn2)S(=O)(=O)c2ccccc2)cc1	-15	-1	-8	22	6	nt	-1.6	97	90	5
Cc1cccc(OCCOC(=O)Nc2ccccc2)c1	4	11	-2	7	6	2	1.7	84	90	nt
CCOC(=O)c1sc2nc(C)c3c(c2c1N)CC(C)(C)OC3	20	0	0	12	-13	-1	0.2	86	98	22

(listing goes on)
Molecule	BB579 growth dn	NPY-Y2 antag	Yeast life ext	Measles CPE	GALR2 blocker	Phagocytosis inh	MRP-1 activ	HCT116 bCat-KO	HCT116 PTEN-null	E-sel TNF inh
CC(C)(C#CCN1CCCC1)OCCC#N	-56	-2	-2	7	7	0	0.0	105	115	nt
O=[N+]([O-])c1c(NCc2ccccc2)cc(N2CCc3ccccc3C2)c2nonc12	-20	2	-1	2	8	-4	2.6	85	85	10
CC(C)COc1ccc(CSCCNC(=S)Nc2ccccc2)cc1	-5	3	-4	22	1	0	-2.5	36	40	-49
O=C(c1cccs1)C1C(c2ccc(Br)cc2)NC(=S)NC1(O)C(F)(F)F (configuration not stated)	-26	-1	4	8	-3	-3	-2.5	87	89	nt
Cc1c(C(=O)N2CCCC2)oc2c1-c1[nH]ncc1CC2	-14	1	0	31*	-12	nt	-0.3	95	100	-29
CCC(=O)c1c[nH]c(C(=O)NCc2ccco2)c1	-49	2	-11	3	10	-2	-3.7	104	81	-33
O=C(NCCc1ccccc1)C1CCN(S(=O)(=O)c2cccnc2)CC1	-19	0	-3	10	-3	0	-2.2	89	108	nt
COc1ccc(CCCC(=O)Nc2ccc(F)cc2)cc1	-13	1	-8	6	1	-1	-1.4	89	94	-12
CCOC(=O)c1cc(-c2ccc(C#N)cc2)nc2c1c(C)nn2CCC#N	1	3	-6	26	-5	0	-2.9	92	93	-2

Compound activity deposited in PubChem by several laboratories.
